Screens deposited in PubChem by Broad Institute.
INS-1E_ATP_HTS: preserves ATP levels in cytokine-treated INS-1E cells; AID 488910; protection from cytokine-induced ATP loss, % at 10 µM; INS-1E cytokine-induced death, ATP luminescence, 48 h; normalised: neutral wells 0, positive control 100; 0.1% of 20,000 active;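 active = mean replicate protection from cytokine-induced ATP loss at least 50% and at least 75% of replicates each reaching 50%; inconclusive = meets only one of the two criteria, mean or replicate share; inactive = fails both the mean and replicate share criteria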
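Assay system: INS-1E rat insulinoma cells. Amount: 8000 cells per well. Medium: phenol-red-free RPMI with 5% fetal bovine serum. Reagent: IL-1β, TNF-α and IFN-γ cytokine mix. Doses: one compound concentration, pin transfer. Schedule: 48 h co-treatment, 10 min post-lysis read. Detection: CellTiter-Glo luminescence measuring cellular ATP.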
T_cruzi_intra: intracellular Trypanosoma cruzi inhibition; intracellular Trypanosoma cruzi in host cells, plate reader; activity score (inhibition), % at 5.01 µM; 4.9% of 22,000 active; in the data active = activity score above about 55%; inconclusive = no clear call, values can overlap the other calls;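 note: parasites and compound incubated about four days before reading; 0% = median of neutral control wells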
Active calls of the source: *; ? = inconclusive; . = not tested or not shown.

SMILES INS-1E_ATP_HTS T_cruzi_intra
COc1ccc(NC(=O)Nc2cccc3c2O[C@@H](CN(C)C(=O)Nc2cccc4ccccc24)[C@H](C)CN([C@H](C)CO)C3=O)cc1 -4 12
CC(C)NC(=O)Nc1ccc2c(c1)C(=O)N([C@@H](C)CO)C[C@H](C)[C@@H](CN(C)Cc1ccncc1)O2 . -6
COc1ccc(NC(=O)Nc2ccc3c(c2)C(=O)N([C@H](C)CO)C[C@@H](C)[C@H](CN(C)S(=O)(=O)c2cn(C)cn2)O3)cc1 8 -18
CC(C)NC(=O)Nc1ccc2c(c1)C(=O)N([C@H](C)CO)C[C@H](C)[C@H](CN(C)C(=O)Nc1ccc(C(F)(F)F)cc1)OCCCC[C@@H](C)O2 -11 57*
C[C@H](CO)N1C[C@H](C)[C@@H](CN(C)S(=O)(=O)c2cccc(F)c2)OCc2cnnn2CCCC1=O . -11
C[C@@H]1CN([C@H](C)CO)C(=O)c2cc(NC(=O)Cc3cn(C)c4ccccc34)ccc2O[C@H]1CN(C)C 8 -12
C[C@@H]1CN([C@@H](C)CO)C(=O)c2cccc(NC(=O)c3cnccn3)c2O[C@@H]1CN(C)S(=O)(=O)c1ccccc1 -4 15
COc1ccc(NC(=O)N(C)C[C@@H]2Oc3c(cccc3N(C)C)C(=O)N([C@@H](C)CO)C[C@H]2C)cc1 11 18
Cc1noc(C)c1S(=O)(=O)Nc1ccc2c(c1)C(=O)N([C@@H](C)CO)C[C@@H](C)[C@H](CN(C)C(=O)Nc1ccc(C(F)(F)F)cc1)O2 0 0
Cc1noc(C)c1S(=O)(=O)Nc1ccc2c(c1)C(=O)N([C@H](C)CO)C[C@H](C)[C@H](CN(C)C(=O)NC(C)C)OCCCC[C@@H](C)O2 1 -2
Cc1ccc(S(=O)(=O)N(C)C[C@@H]2Oc3ccc(NS(C)(=O)=O)cc3C(=O)N([C@H](C)CO)C[C@H]2C)cc1 . -7
C[C@H](CO)N1C[C@H](C)[C@H](CN(C)C(=O)Nc2ccc(F)cc2)Oc2ccc(NC(=O)Nc3ccc(C(F)(F)F)cc3)cc2CC1=O -1 -8
C[C@@H]1CN([C@H](C)CO)C(=O)c2cccc(NC(=O)C3CCOCC3)c2O[C@@H]1CN(C)Cc1ccncc1 2 -18
Cc1ccc(S(=O)(=O)Nc2cccc3c2O[C@@H](CN(C)C(=O)Nc2ccc(F)cc2)[C@@H](C)CN([C@@H](C)CO)C3=O)cc1 2 16
C[C@H]1CN([C@@H](C)CO)C(=O)c2cc(NC(=O)Nc3ccc(C(F)(F)F)cc3)ccc2O[C@H]1CN(C)S(=O)(=O)c1cccs1 -13 10
Cc1ccc(S(=O)(=O)Nc2cccc3c2O[C@H](CN(C)Cc2ccncc2)[C@@H](C)CN([C@@H](C)CO)C3=O)cc1 -1 -18
COc1ccc(S(=O)(=O)Nc2ccc3c(c2)C(=O)N([C@@H](C)CO)C[C@H](C)[C@H](CN(C)C(=O)Nc2ccc4c(c2)OCO4)O3)cc1 . 7
Cc1noc(C)c1NC(=O)N(C)C[C@H]1Oc2c(NC(=O)NC(C)C)cccc2C(=O)N([C@@H](C)CO)C[C@@H]1C 6 -22
COc1ccc(NC(=O)Nc2ccc3c(c2)C(=O)N([C@@H](C)CO)C[C@H](C)[C@H](CN(C)S(=O)(=O)c2ccc(F)cc2)O3)cc1 2 11
CC(C)NC(=O)N(C)C[C@H]1Oc2c(NC(=O)c3cnccn3)cccc2C(=O)N([C@@H](C)CO)C[C@@H]1C 11 -28
Cc1noc(C)c1S(=O)(=O)Nc1cccc2c1O[C@@H](CN(C)C(=O)Nc1ccc3c(c1)OCO3)[C@@H](C)CN([C@H](C)CO)C2=O 1 -10
C[C@@H]1CN([C@@H](C)CO)C(=O)Cc2cc(NC(=O)Cc3cn(C)c4ccccc34)ccc2O[C@@H]1CN(C)S(=O)(=O)c1cn(C)cn1 10 -24
C[C@@H]1CN([C@H](C)CO)C(=O)c2cc(NC(=O)CCCCCC(=O)Nc3ccccc3N)ccc2O[C@@H]1CN(C)Cc1ccc(Oc2ccccc2)cc1 -9 20
CNC[C@H]1Oc2c(NC(=O)NC3CCCCC3)cccc2C(=O)N([C@H](C)CO)C[C@H]1C 4 -38
Cc1ccc(S(=O)(=O)N(C)C[C@@H]2Oc3ccc(NS(=O)(=O)c4ccccc4)cc3C(=O)N([C@H](C)CO)C[C@@H]2C)cc1 . 11
Cc1noc(C)c1S(=O)(=O)N(C)C[C@H]1OCCCC[C@@H](C)Oc2ccc(NC(=O)c3ccccc3)cc2C(=O)N([C@H](C)CO)C[C@@H]1C -6 26
C[C@@H]1CCCCO[C@@H](CN(C)Cc2ccncc2)[C@@H](C)CN([C@H](C)CO)C(=O)c2cc(NS(=O)(=O)c3ccc(F)cc3)ccc2O1 4 2
C[C@@H]1CN([C@@H](C)CO)C(=O)c2cccc(NC(=O)c3nc4ccccc4s3)c2O[C@H]1CN(C)Cc1ccc(C(=O)O)cc1 7 -4
Cc1cc(C(=O)Nc2cccc3c2O[C@@H](CN(C)C(=O)Nc2ccccc2)[C@H](C)CN([C@H](C)CO)C3=O)n(C)n1 8 -25
C[C@H](CO)N1C[C@H](C)[C@H](CN(C)C(=O)Nc2ccc(N3CCCCC3)cc2)OCc2cnnn2CCCC1=O . -6
C[C@H]1CN([C@@H](C)CO)C(=O)c2cccc(NC(=O)c3nc4ccccc4s3)c2O[C@@H]1CN(C)C(=O)Nc1ccc(F)cc1 -2 -20
C[C@H](CO)N1C[C@H](C)[C@H](CN(C)C(=O)Nc2ccc(F)cc2)Oc2ccc(NC(=O)CCN3CCOCC3)cc2C1=O -2 -5
C[C@@H]1CN([C@@H](C)CO)C(=O)c2cc(NS(=O)(=O)c3ccccc3)ccc2O[C@@H]1CN(C)C(=O)Nc1cccc2ccccc12 -5 -1
COC(=O)CCCCCCC(=O)N/N=C/c1ccc(O)c(F)c1 -1 -10
C[C@H]1CN([C@@H](C)CO)C(=O)c2cccc(NC(=O)Nc3ccc4c(c3)OCO4)c2O[C@@H]1CN(C)Cc1ccc(Cl)c(Cl)c1 -21 44
C[C@H](CO)N1C[C@H](C)[C@H](CN(C)C(=O)Nc2ccc3c(c2)OCO3)Oc2c(NC(=O)c3ccc(-c4nccs4)cc3)cccc2C1=O 1 42
C[C@@H]1CN([C@@H](C)CO)C(=O)c2cccc(NS(=O)(=O)c3cn(C)cn3)c2O[C@@H]1CN(C)Cc1ccccc1 9 -5
Cc1ccc(S(=O)(=O)Nc2ccc3c(c2)C(=O)N([C@H](C)CO)C[C@H](C)[C@@H](CN(C)C(=O)NC(C)C)OCCCC[C@@H](C)O3)cc1 12 2
C[C@@H]1CN([C@H](C)CO)C(=O)c2cc(NS(=O)(=O)c3cn(C)cn3)ccc2O[C@@H]1CN(C)Cc1ccc(C(=O)O)cc1 8 -7
C[C@@H]1CN([C@@H](C)CO)C(=O)c2cccc(NS(=O)(=O)c3cn(C)cn3)c2O[C@H]1CN(C)C(=O)Nc1ccccc1 15 -2
C[C@@H]1CCCCO[C@@H](CN(C)CC2CCCCC2)[C@@H](C)CN([C@H](C)CO)C(=O)c2cc(NC(=O)Nc3ccc4c(c3)OCO4)ccc2O1 -25 58*
C[C@H]1CN([C@@H](C)CO)C(=O)Cc2cc(NS(=O)(=O)c3ccccc3)ccc2O[C@H]1CN(C)Cc1ccccc1 0 16
C[C@@H]1CCCCO[C@@H](CN(C)C(=O)Nc2ccc3c(c2)OCO3)[C@@H](C)CN([C@H](C)CO)C(=O)c2cc(NC(=O)CCC(F)(F)F)ccc2O1 -2 -8
COc1ccc(S(=O)(=O)Nc2ccc3c(c2)CC(=O)N([C@H](C)CO)C[C@@H](C)[C@@H](CN(C)S(=O)(=O)c2ccc(OC)cc2)O3)cc1 8 67*
Cc1noc(C)c1NC(=O)N(C)C[C@@H]1Oc2ccc(NC(=O)CCCCCC(=O)Nc3ccccc3N)cc2C(=O)N([C@H](C)CO)C[C@H]1C 3 -20
C[C@@H]1CN([C@H](C)CO)C(=O)c2cccc(NC(=O)c3ccc(-c4nccs4)cc3)c2O[C@@H]1CN(C)Cc1ccc(-c2ccccc2)cc1 -43 42
O=C(O)CCCCCCC(=O)N/N=C/c1ccc(Br)o1 10 -12
C[C@@H]1CCCCO[C@H](CN(C)Cc2ccc(C(=O)O)cc2)[C@@H](C)CN([C@H](C)CO)C(=O)c2cc(NC(=O)Nc3cccc4ccccc34)ccc2O1 -2 0
CNC[C@H]1Oc2c(NC(=O)C3CC3)cccc2C(=O)N([C@H](C)CO)C[C@H]1C 6 -22
C[C@H](CO)N1C[C@H](C)[C@@H](CN(C)S(=O)(=O)c2cccs2)Oc2c(NC(=O)NC3CCCCC3)cccc2C1=O -2 14
COc1ccc(S(=O)(=O)N(C)C[C@H]2Oc3ccc(NC(=O)CCCCCC(=O)Nc4ccccc4N)cc3CC(=O)N([C@H](C)CO)C[C@H]2C)cc1 -1 -20
C[C@H](CO)N1C[C@H](C)[C@H](CN(C)S(=O)(=O)c2ccccc2)Oc2ccc(NC(=O)Nc3ccc(C(F)(F)F)cc3)cc2C1=O . ?
Cc1cc(C(=O)Nc2cccc3c2O[C@H](CN(C)Cc2ccc(C(F)(F)F)cc2)[C@@H](C)CN([C@@H](C)CO)C3=O)n(C)n1 -7 25
C[C@@H]1CCCCO[C@@H](CN(C)C(=O)Nc2ccccc2)[C@@H](C)CN([C@H](C)CO)C(=O)c2cc(NC(=O)Nc3ccc(C(F)(F)F)cc3)ccc2O1 -8 ?
C[C@H]1CN([C@@H](C)CO)C(=O)Cc2cc(NS(=O)(=O)c3cccs3)ccc2O[C@H]1CN(C)C(=O)Nc1ccc(C(F)(F)F)cc1 -5 2
C[C@@H]1CCCCO[C@@H](CN(C)C(=O)CCC(F)(F)F)[C@@H](C)CN([C@H](C)CO)C(=O)c2cc(NS(=O)(=O)c3cn(C)cn3)ccc2O1 -1 -31
COc1ccc(NC(=O)Nc2ccc3c(c2)CC(=O)N([C@H](C)CO)C[C@@H](C)[C@@H](CN(C)C(=O)NC(C)C)O3)cc1 -6 -22
CNC[C@H]1Oc2c(NC(=O)c3ccncc3)cccc2C(=O)N([C@H](C)CO)C[C@H]1C 11 -11
COc1ccc(NC(=O)N(C)C[C@@H]2OCCCC[C@@H](C)Oc3ccc(NS(=O)(=O)c4cn(C)cn4)cc3C(=O)N([C@H](C)CO)C[C@@H]2C)cc1 11 -8
COc1ccc(S(=O)(=O)N(C)C[C@@H]2Oc3ccc(NC(=O)Cn4cnnn4)cc3C(=O)N([C@H](C)CO)C[C@H]2C)cc1 13 -14
The list continues.
SMILES INS-1E_ATP_HTS T_cruzi_intra
COc1ccc(S(=O)(=O)Nc2cccc3c2O[C@H](CN(C)C(=O)NC2CCCCC2)[C@@H](C)CN([C@@H](C)CO)C3=O)cc1 0 -19
C[C@@H]1CN([C@H](C)CO)C(=O)c2cc(NS(=O)(=O)c3ccc(Cl)cc3)ccc2O[C@H]1CN(C)C(=O)Nc1ccc2c(c1)OCO2 . 5
C[C@H]1CN([C@@H](C)CO)C(=O)c2cccc(NC(=O)NC3CCCCC3)c2O[C@@H]1CN(C)S(C)(=O)=O 14 -2
COc1ccc(CN(C)C[C@@H]2OCCCC[C@@H](C)Oc3ccc(NC(=O)CCC(F)(F)F)cc3C(=O)N([C@H](C)CO)C[C@@H]2C)cc1 6 -4
CC(C)NC(=O)N(C)C[C@H]1Oc2ccc(NC(=O)c3ccncc3)cc2CC(=O)N([C@H](C)CO)C[C@H]1C -1 -29
C[C@H]1CN([C@@H](C)CO)C(=O)Cc2cc(NS(=O)(=O)c3ccc(Cl)cc3)ccc2O[C@H]1CN(C)C(=O)Nc1ccccc1 10 -7

Among those listed so far, 11 contain a CF3 group:
SMILES INS-1E_ATP_HTS T_cruzi_intra
CC(C)NC(=O)Nc1ccc2c(c1)C(=O)N([C@H](C)CO)C[C@H](C)[C@H](CN(C)C(=O)Nc1ccc(C(F)(F)F)cc1)OCCCC[C@@H](C)O2 -11 57*
Cc1noc(C)c1S(=O)(=O)Nc1ccc2c(c1)C(=O)N([C@@H](C)CO)C[C@@H](C)[C@H](CN(C)C(=O)Nc1ccc(C(F)(F)F)cc1)O2 0 0
C[C@H](CO)N1C[C@H](C)[C@H](CN(C)C(=O)Nc2ccc(F)cc2)Oc2ccc(NC(=O)Nc3ccc(C(F)(F)F)cc3)cc2CC1=O -1 -8
C[C@H]1CN([C@@H](C)CO)C(=O)c2cc(NC(=O)Nc3ccc(C(F)(F)F)cc3)ccc2O[C@H]1CN(C)S(=O)(=O)c1cccs1 -13 10
C[C@@H]1CCCCO[C@@H](CN(C)C(=O)Nc2ccc3c(c2)OCO3)[C@@H](C)CN([C@H](C)CO)C(=O)c2cc(NC(=O)CCC(F)(F)F)ccc2O1 -2 -8
C[C@H](CO)N1C[C@H](C)[C@H](CN(C)S(=O)(=O)c2ccccc2)Oc2ccc(NC(=O)Nc3ccc(C(F)(F)F)cc3)cc2C1=O . ?
Cc1cc(C(=O)Nc2cccc3c2O[C@H](CN(C)Cc2ccc(C(F)(F)F)cc2)[C@@H](C)CN([C@@H](C)CO)C3=O)n(C)n1 -7 25
C[C@@H]1CCCCO[C@@H](CN(C)C(=O)Nc2ccccc2)[C@@H](C)CN([C@H](C)CO)C(=O)c2cc(NC(=O)Nc3ccc(C(F)(F)F)cc3)ccc2O1 -8 ?
C[C@H]1CN([C@@H](C)CO)C(=O)Cc2cc(NS(=O)(=O)c3cccs3)ccc2O[C@H]1CN(C)C(=O)Nc1ccc(C(F)(F)F)cc1 -5 2
C[C@@H]1CCCCO[C@@H](CN(C)C(=O)CCC(F)(F)F)[C@@H](C)CN([C@H](C)CO)C(=O)c2cc(NS(=O)(=O)c3cn(C)cn3)ccc2O1 -1 -31
COc1ccc(CN(C)C[C@@H]2OCCCC[C@@H](C)Oc3ccc(NC(=O)CCC(F)(F)F)cc3C(=O)N([C@H](C)CO)C[C@@H]2C)cc1 6 -4
